Compound activity: PubChem, Sanford-Burnham Center for Chemical Genomics
ATG4B inh: blocks human ATG4B protease cleavage of LC3 substrate; ATG4B cleavage of LC3-PLA2, NBD-HPC fluorescence, 1 h; Q9Y4P1; 340,000 tested, 0.51% active; inhibition, % at 8.33 µM; in the data active = inhibition above about 40%
Target sequence (Q9Y4P1 whole entry, looked up): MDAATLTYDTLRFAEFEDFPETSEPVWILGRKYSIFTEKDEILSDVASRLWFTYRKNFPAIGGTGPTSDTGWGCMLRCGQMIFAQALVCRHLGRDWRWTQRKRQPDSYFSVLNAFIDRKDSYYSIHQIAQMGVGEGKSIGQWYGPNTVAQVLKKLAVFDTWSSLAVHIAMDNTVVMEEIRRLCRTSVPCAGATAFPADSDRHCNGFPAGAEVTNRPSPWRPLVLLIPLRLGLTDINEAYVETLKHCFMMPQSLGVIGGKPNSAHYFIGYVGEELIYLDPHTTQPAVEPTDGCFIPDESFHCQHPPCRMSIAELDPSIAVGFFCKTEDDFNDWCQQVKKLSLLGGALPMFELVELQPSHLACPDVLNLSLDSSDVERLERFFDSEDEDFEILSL
mIAP block: blocks mouse intestinal alkaline phosphatase; purified mouse IAP, CDP-Star luminescence, 30 min; inhibition, % at 10 µM; 330,000 tested, 0.2% active; AID 2806;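 active = inhibition of at least 40% at 10 µM in the primary screen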;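 also: plate controls were DMSO with enzyme for no effect and no enzyme wells for full effect; values of inactives mirror those of a sister screen read the other way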
APOBEC3A inh: inhibitors of human APOBEC3A DNA deaminase; P31941; recombinant A3A, FAM/TAMRA ssDNA deamination fluorescence; inhibition, % at 20 µM; 330,000 tested, 0.41% active;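 active = at least 40% inhibition at 20 µM here, with at most 30% in a related deaminase screen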;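 also: plate controls were A3A with DMSO for no effect and wells lacking A3A enzyme for full effect; some results filed as inactive read as strong as hits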
Target sequence (P31941 whole entry, looked up): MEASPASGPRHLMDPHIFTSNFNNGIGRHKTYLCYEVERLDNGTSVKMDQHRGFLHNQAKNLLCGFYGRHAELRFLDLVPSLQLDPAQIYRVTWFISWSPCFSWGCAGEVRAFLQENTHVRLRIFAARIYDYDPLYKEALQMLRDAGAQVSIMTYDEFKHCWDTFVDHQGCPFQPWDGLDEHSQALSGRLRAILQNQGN
hIAP inh: blocks human intestinal alkaline phosphatase | 330,000 tested, 0.12% active | P09923 | inhibition, % at 10 µM | purified IAP, CDP-Star luminescence, 30 min | AID 2544;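 active = inhibition reaching a set limit with compound at 10 µM in the primary screen, cut at about 35% in these data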;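 also: plate controls were DMSO wells with enzyme for no effect and no-enzyme buffer wells for full effect; values of inactives mirror those of a sister screen read the other way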
hIAP activ: human IAP activation. AID 2524. activation factor at 10 µM. purified human IAP, CDP-Star luminescence, 30 min; stronger effect = higher value; 1 = vehicle-only enzyme, 0 = enzyme-free background. 330,000 tested, 0.16% active;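 active = activation factor of the enzyme at least 2-fold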; also: the source names both 10 and 20 µM as test concentration; values of inactives mirror those of a sister screen read the other way
mIAP activ: increases mouse intestinal alkaline phosphatase activity. muIAP, CDP-Star luminescence, 30 min; stronger effect = higher value; 1 = vehicle-only enzyme signal, 0 = enzyme-free wells. activation factor at 10 µM. 330,000 tested, 0.24% active;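 active = activation factor of at least 2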; also: the source names both 10 and 20 µM as test concentration; values of inactives mirror those of a sister screen read the other way
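System: mouse IAP enzyme. Reagent: CDP-Star chemiluminescent phosphatase substrate. Benchmarks: DMSO wells, no-enzyme wells. Times: 30 min enzyme-substrate-compound incubation at room temperature. Detection: luminescence from enzymatic CDP-Star hydrolysis. Doses: test compounds delivered from DMSO solution.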
PfGluPho inh: PfG6PD (Plasmodium falciparum) enzyme inhibition | 350,000 tested, 0.78% active | PfGluPho enzyme, NADPH resazurin-diaphorase fluorescence | inhibition, % at 20 µM;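 active = inhibition reaching at least a set limit at 20 µM in the primary screen, cut at about 59% in these data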;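 also: 0% = DMSO wells with substrate and 100% = DMSO wells lacking glucose-6-phosphate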
HKDC1 inhibitor: HKDC1 (human) hexokinase inhibition; Q2TB90; recombinant HKDC1, G6PDH/diaphorase resazurin coupled fluorescence; inhibition, % at 20 µM; 340,000 tested, 0.16% active;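 active = inhibition above about 35% when tested at 20 µM, limit read from the data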;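 also: plate controls were DMSO wells with enzyme for no effect and DMSO wells lacking enzyme for full effect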
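Assay system: recombinant HKDC1 hexokinase; detection: coupled resazurin fluorescence, excitation 525 nm, emission 613 nm; benchmarks: DMSO-plus-enzyme-mix negative control, buffer-substituted positive control; compound dosing: single 20 µM dose; schedule: 90 min at room temperature in dark; also added: glucose plus 1 mM ATP as hexokinase substrates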
Active calls of the source: *; & = joins results of further samples.

PfGluPho inh	smiles	ATG4B inh	HKDC1 inhibitor	APOBEC3A inh	hIAP activ	mIAP activ	hIAP inh	mIAP block
-4	CCNC(=O)CSc1nc2sccc2c(=O)n1-c1ccccc1	1	-3	-6	1.1	1	-6	-2
-4	COC(=O)c1ccc(/C=C/C(=O)O)cc1	-6	-10	0	1	1.1	-2	-6
-13	CC1=C(C(=O)OCC2CCCO2)C(c2ccncc2)C2=C(CCCC2=O)N1 (stereo not given)	4	-3	2	1.1	1	-11	-1
-6	CC(C)(C)CN1CCC(Oc2cccc(C(=O)N3CCC[C@H]3CO)c2)CC1	24	-7	-3	1	0.95	-2	5
-1	Cc1ccc(Cl)cc1N1CCN(C(=O)c2ccc(NC3=NC4CS(=O)(=O)CC4S3)cc2)CC1 (stereo not given)	-10	6	-3	0.82	0.94	18	6
3	CC(=O)CC(=O)Nc1ccccc1NC(C)=O	0	-5	0	1	1	0	0
-5	O=C(NCC1CCCO1)c1ccccc1-c1nc(-c2ccccc2F)no1 (stereo not given)	2	-5	-3	1	0.97	0	3
-10	COc1ccc(C2C3=C(CC(C)(C)CC3=O)Oc3ncn(CC(C)C)c(=N)c32)cc1 (stereo not given)	-7	0	-2	1.1	1.1	-6	-10
-27	CC(OC(=O)c1cc[n+]([O-])cc1)C(=O)Nc1ccc(Cl)cn1 (stereo not given)	-3	-5	-17	0.89	0.98	11	2
13	CS(=O)(=O)c1ccccc1-c1nnc(-c2ccc(Cl)cc2)o1	-5	-11	-1	0.99	1	1	-4
-6	CCCc1cc(=O)oc2cc(C)cc(OCC(=O)Nc3ccccn3)c12	2	-3	-2	0.83	0.97	17	3
6	C(#Cc1ccc2c(c1)COc1c3ccccc3nn1-2)c1ccccc1	-8	-1	-2	1	0.95	-2	5
-4	CN(C)S(=O)(=O)c1ccc(NC(=O)CN2CCC(Cc3ccccc3)CC2)cc1	-16	-3	-3	1.1	1	-12	-3
-5	Cc1ccc(N2C(=O)[C@@H]3[C@H](C2=O)[C@H]2C=CC=NN2[C@@H]3C(=O)Nc2ccc(Cl)cc2)cc1	5	-3	2	0.87	0.8	13	20
-11	O=C(O)CCC(NC(=O)OCc1ccccc1)C(=O)O (stereo not given)	-10	-11	-4	1.2	1	-21	-2
-6	CC(=O)Nc1ccc(S(=O)(=O)N(C)S(=O)(=O)c2ccc(F)cc2)cc1	-3	-11	0	1	0.92	-3	8
-9	O=C(C1CCCO1)N1CCN(C(=S)Nc2ccccc2C(F)(F)F)CC1 (stereo not given)	2	-9	-3	1	1	-4	-4
-7	OC(COc1ccc(Br)cc1)CN1CCN(c2ccccc2)CC1 (stereo not given)	5	-4	-8	1.1	1	-9	0
13	N/C(=N\OS(=O)(=O)c1ccc2ccccc2c1)c1ccncc1	-17	7	2	1.1	0.97	-9	3
-2	COC(=O)CCc1ccc(O)cc1	-7	-3	-4	0.94	0.94	6	6
11	O=C(NCCN1CCOCC1)c1ccc(NS(=O)(=O)c2ccccc2)cc1	7	-6	-3	1.1	0.99	-9	1
11	Cc1cccc(NC(=O)NC(=O)c2ccccc2)n1	-3	7	-1	0.92	0.96	8	4
-11&-11	C[C@]12CCC(=O)C[C@@H]1CC[C@@H]1[C@@H]2CC[C@]2(C)[C@@H](C(=O)COC(=O)CCC(=O)O)CC[C@@H]12	6&10	2&-6	0&-2	1.1&1.1	1&0.96	-11&-6	-2&4
15	CC(C)CCNC(=O)CN(Cc1ccco1)C(=O)CCC(=O)Nc1nccs1	-6	-3	-4	0.92	0.88	8	12
2	Cc1ccc2c(CC(=O)NCC3(N4CCOCC4)CCCCC3)coc2c1C	0	0	1	1	0.95	-1	5
18	CCn1c(SCC(=O)Nc2cc(Cl)ccc2OC)nnc1C1CC1	-4	-6	-6	1	1	-2	-5
6	O=C(CCCn1c(SCC(=O)NCC2CCCO2)nc2ccccc2c1=O)NCC1CCCO1 (stereo not given)	-13	-9	-3	0.98	0.99	2	1
0	O=C(NCC(=O)N1CCN(C(=O)c2ccco2)CC1)c1ccccc1	2	-1	-4	1.3	0.97	-32	3
-1	CC1(C)CC(=O)c2c(O)cc(OCC(=O)Nc3ccc(S(N)(=O)=O)cc3)cc2O1	-13	5	-1	1	1	0	-1
-11	O=C(CC(c1cccs1)S(=O)(=O)c1ccccc1)c1ccc(F)cc1 (stereo not given)	7	-12	-4	0.87	0.96	13	4
11	COC(=O)c1ccc(S(=O)(=O)N2CCN(C)CC2)n1C	-16	-7	0	1.2	0.98	-20	2
-1	CCc1ccc(N2CC(C(=O)OC)CC2=O)cc1 (stereo not given)	5	-2	3	0.9	1	10	-2
93*	O=C(O)c1ccc(S(=O)(=O)/N=C2\C=C(Nc3ccccc3F)C(=O)c3ccccc32)cc1	77*	81*	1	0.81	0.89	19	11
3	C=CCSc1ncccc1C(=O)NCc1ccc(C)cc1	-8	-7	4	0.95	1	5	0
19	O=C(COc1ccc(Cl)cc1Br)NCC(c1ccco1)N1CCCC1 (stereo not given)	-3	-1	4	0.94	0.92	6	8
6	Cn1c(/C(C#N)=C/C2CC=CCC2)nc2ccccc21 (stereo not given)	-16	-2	1	1.1	1	-9	-3

Arranged by the number under PfGluPho inh (falling): 3 from the list above
PfGluPho inh	smiles	ATG4B inh	HKDC1 inhibitor	APOBEC3A inh	hIAP activ	mIAP activ	hIAP inh	mIAP block
18	CCn1c(SCC(=O)Nc2cc(Cl)ccc2OC)nnc1C1CC1	-4	-6	-6	1	1	-2	-5
2	Cc1ccc2c(CC(=O)NCC3(N4CCOCC4)CCCCC3)coc2c1C	0	0	1	1	0.95	-1	5
0	O=C(NCC(=O)N1CCN(C(=O)c2ccco2)CC1)c1ccccc1	2	-1	-4	1.3	0.97	-32	3

Later entries.
PfGluPho inh	smiles	ATG4B inh	HKDC1 inhibitor	APOBEC3A inh	hIAP activ	mIAP activ	hIAP inh	mIAP block
19	CC(C)(C)c1csc(SCC(=O)Nc2ccc(Cl)cn2)n1	13	-1	-1	1.1	0.97	-8	3
6	Cc1cc2c(OCC(O)CNC(C)(C)C)cccc2[nH]1 (stereo not given)	-13	-1	-12	1.2	1.1	-23	-12
-36	N#C/C(=C\c1ccc(Cl)cc1Cl)c1n[nH]c(Cn2cncn2)n1	-5	-13	-1	1.1	1	-9	-1
2	COc1cccc(CN2CCN(c3ncccn3)CC2)c1OC	-2	2	-2	0.91	1	9	-2
1	CSCCC(NC(=O)c1ccc(Cl)cc1)C(=O)OCC(=O)Nc1cc(Cl)ccc1C (stereo not given)	1	10	-2	0.99	1	1	-1
2	O=C(Nc1ccccc1-c1ccccc1)C1CCCCC1	28	3	1	1	1	-5	-1
-3	CCC(C)NC(=O)Cn1cc2c(n1)CCC(C)C2 (stereo not given)	1	-2	1	0.98	0.86	2	14
6	O=C(CSCc1ccco1)NC1CCCC1	-10	-5	-2	1	0.78	-1	22
-5	N#Cc1ccccc1NC(=O)COc1c(Br)cc(Br)c2cccnc12	14	9	7	1.3	0.97	-29	3
2	CCOC(=O)C(NC(C)=O)(OCc1ccc(F)cc1)C(F)(F)F (stereo not given)	0	-2	-5	0.95	0.99	5	1
-5	Cc1ccc(-n2c(SCC(=O)NCc3ccco3)nnc2-c2cccnc2)cc1	4	-2	-2	1.1	1.1	-11	-13
-14	COc1ccc(CC(=O)OCC(=O)NC(=O)NC(C)C)cc1	-5	-9	2	0.82	0.94	18	6

Overlap with the part before: four entries; new compounds follow.
PfGluPho inh	smiles	ATG4B inh	HKDC1 inhibitor	APOBEC3A inh	hIAP activ	mIAP activ	hIAP inh	mIAP block
-5	N#Cc1ccccc1NC(=O)COc1c(Br)cc(Br)c2cccnc12	14	9	7	1.3	0.97	-29	3
2	CCOC(=O)C(NC(C)=O)(OCc1ccc(F)cc1)C(F)(F)F (stereo not given)	0	-2	-5	0.95	0.99	5	1
-5	Cc1ccc(-n2c(SCC(=O)NCc3ccco3)nnc2-c2cccnc2)cc1	4	-2	-2	1.1	1.1	-11	-13
-14	COc1ccc(CC(=O)OCC(=O)NC(=O)NC(C)C)cc1	-5	-9	2	0.82	0.94	18	6
1	COC(=O)c1cnc(N2CCCN(S(=O)(=O)c3ccc(C(F)(F)F)cc3)CC2)nc1C(F)(F)F	4	-1	-1	0.92	0.93	8	7
21	CCc1cc(=O)oc2cc(C)cc(OC(=O)c3ccco3)c12	-2	0	0	0.7	0.96	30	4
-79	COc1ccc(/C=N/NC(=O)CN2CCSCC2)cc1C	2	-6	0	1.1	0.94	-13	6
-6	O=CNC(n1cnc2c(N3CCOCC3)ncnc21)C(Cl)(Cl)Cl (stereo not given)	5	3	5	1.2	0.85	-15	15
2	Cc1ccc(CN(Cc2cc3cccc(C)c3[nH]c2=O)C(=O)N(C)C)cc1	-17	0	0	1.2	1	-16	-1
-5	CN(C)c1ccc(/C=N/N2C(=O)c3ccccc3C2=O)cc1	-7	-2	-3	1.1	0.93	-8	7
2	COc1ccccc1NC(=O)c1sc2nc(C)cc(C)c2c1N	-8	-6	-4	0.94	1	6	-3
-19	CCOP(=O)(OCC)/C(C#N)=C(\O)c1ccc(OC)cc1	-3	-6	-4	0.94	1	6	-4
-4	CC(C)C[C@H](NC(=O)C1CCN(S(=O)(=O)c2ccccc2)CC1)C(=O)NCc1ccccn1	-11	-6	-6	0.97	1	3	0
-27	CCC(=O)N1CCc2cc(S(=O)(=O)NC(C(=O)N3CCN(c4ccc(F)cc4)CC3)C(C)C)ccc21 (stereo not given)	-16	-11	-8	1.2	1	-18	-2
1	COc1ccc(-c2cc(=O)oc3c(C)c(O)c(CN(C)C)cc23)cc1	-11	1	-1	0.99	1	1	0
16	NC(=S)Nc1cccc2cccnc12	-3	4	3	0.94	1.2	6	-21

Whole records, looked up by structure. Values in the order: PfGluPho inh	ATG4B inh	HKDC1 inhibitor	APOBEC3A inh	hIAP activ	mIAP activ	hIAP inh	mIAP block
COc1ccc(/C=N/NC(=O)CN2CCSCC2)cc1C as listed: -79	2	-6	0	1.1	0.94	-13	6
Cc1ccc(CN(Cc2cc3cccc(C)c3[nH]c2=O)C(=O)N(C)C)cc1 as listed: 2	-17	0	0	1.2	1	-16	-1
CC(C)C[C@H](NC(=O)C1CCN(S(=O)(=O)c2ccccc2)CC1)C(=O)NCc1ccccn1 as listed: -4	-11	-6	-6	0.97	1	3	0
CCOP(=O)(OCC)/C(C#N)=C(\O)c1ccc(OC)cc1 as listed: -19	-3	-6	-4	0.94	1	6	-4

Carrying on:
PfGluPho inh	smiles	ATG4B inh	HKDC1 inhibitor	APOBEC3A inh	hIAP activ	mIAP activ	hIAP inh	mIAP block
22	Cn1c(=O)[nH]c(=O)c2c1nc(SCCO)n2CCCc1ccccc1	-7	1	-6	1.2	0.99	-20	1
32	COc1ccc2c(c1)C(=C(C#N)C#N)C(=O)N2CCc1ccccc1	-11	21	-6	0.95	0.98	4	2
-6	O=C(c1cnn(C(=O)COc2ccccc2F)c1)c1cc(F)ccc1O	28	0	-5	1.1	0.94	-10	6
-1	NC(=O)C1CCN(c2ccc(S(=O)(=O)N3CCC(Cc4ccccc4)CC3)cn2)CC1	-1	-2	0	0.9	1	10	-4
12	COc1cccc(C(=O)Nc2ccc(NC(=O)C3CC3)cn2)c1	-6	-4	1	0.97	0.99	3	1

The order is random; 2.4% or so of the library scored in one or more.
